Source: PubChem
MEKK3 PB1 HTS = raises or lowers MEK5 binding to the human MEKK3 PB1 domain; binding response (% of control), % at 10 µM; bead-based flow cytometry, Alexa488-MEK5 binding to MEKK3; actives lie on both sides; 0 = blocked by unlabeled MEK5, 100 = vehicle; 290,000 compounds, 1.4% hits; Q99759;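 active = binding response more than 3 SD above or below the average of its plate-row segment, actives on both sides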;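 also: Alexa488 bead fluorescence after subtracting the streptavidin-only scavenger bead signal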
Target sequence (Q99759 whole entry, looked up, the tested form may be a part): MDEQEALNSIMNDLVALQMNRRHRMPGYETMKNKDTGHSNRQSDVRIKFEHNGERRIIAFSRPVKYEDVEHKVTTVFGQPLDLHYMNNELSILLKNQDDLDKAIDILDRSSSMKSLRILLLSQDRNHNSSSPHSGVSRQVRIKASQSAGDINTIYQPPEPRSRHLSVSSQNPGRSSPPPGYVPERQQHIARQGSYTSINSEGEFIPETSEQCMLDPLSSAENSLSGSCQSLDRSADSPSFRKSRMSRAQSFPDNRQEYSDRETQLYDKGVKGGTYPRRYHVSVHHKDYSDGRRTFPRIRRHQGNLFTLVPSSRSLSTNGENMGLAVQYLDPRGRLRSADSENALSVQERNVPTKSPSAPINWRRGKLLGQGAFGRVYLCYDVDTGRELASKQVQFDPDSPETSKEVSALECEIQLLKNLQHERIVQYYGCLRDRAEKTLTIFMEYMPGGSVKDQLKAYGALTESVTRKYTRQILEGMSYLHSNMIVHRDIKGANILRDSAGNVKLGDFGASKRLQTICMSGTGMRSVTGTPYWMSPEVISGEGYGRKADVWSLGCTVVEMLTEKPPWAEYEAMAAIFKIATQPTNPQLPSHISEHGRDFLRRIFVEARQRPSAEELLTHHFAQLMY
pCIP destab = lowers stability of the mouse p/CIP coactivator protein; AID 1984; F442A p/CIP-EGFP cells, EGFP fluorescence, 16 h; 290,000 compounds, 0.01% hits; decrease of EGFP signal, % at 10 µM;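 active = EGFP signal decrease of at least 30% at 10 µM or well 3 SD below plate mean, unless failing retest; inactive = the rest, including hits failing retest or dose response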; also: some compounds called inactive have numbers as strong as hits; many of its hits are not listed in these tables
DNA FID counter = fluorescent intercalator displacement, NS3 helicase counter-screen; DNA fluorescent intercalator displacement, fluorescence; inhibition, % at 7.9 µM; 290,000 compounds, 0.17% hits; in the data active = inhibition above about 37%;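 also: 0% = vehicle and 100% = reference compound; higher means more ethidium bromide displaced from hairpin DNA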
IMP-1 inhibitor = blocks Pseudomonas aeruginosa IMP-1 metallo-beta-lactamase | purified IMP-1, nitrocefin hydrolysis, epi-absorbance fluorescence | inhibition, % at 5.6 µM | 290,000 compounds, 0.45% hits;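 active = inhibition above the mean plus 3 SD of all compounds in the same screening run, cut at about 4.5% in these data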;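 also: 0% = IMP-1 with DMSO and 100% = DMSO wells lacking enzyme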
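system = purified recombinant IMP-1 beta-lactamase | amount = 0.2 nM IMP-1, as dispensed | medium = HEPES buffer pH 7.1 with ZnSO4 and Brij 35 | times = 25 °C, 15 min preincubation, 25 min reaction | detection = plate fluorescence quenching by hydrolysis product, ex 480/em 530 nm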
PHOSPHO1 block = blocks human PHOSPHO1 phosphatase activity; inhibition, % at 13.3 µM; AID 1565; 290,000 compounds, 1.1% hits; Q8TCT1; recombinant PHOSPHO1, absorbance phosphatase assay; in the data active = inhibition above about 60%
Target sequence (Q8TCT1 whole entry, looked up): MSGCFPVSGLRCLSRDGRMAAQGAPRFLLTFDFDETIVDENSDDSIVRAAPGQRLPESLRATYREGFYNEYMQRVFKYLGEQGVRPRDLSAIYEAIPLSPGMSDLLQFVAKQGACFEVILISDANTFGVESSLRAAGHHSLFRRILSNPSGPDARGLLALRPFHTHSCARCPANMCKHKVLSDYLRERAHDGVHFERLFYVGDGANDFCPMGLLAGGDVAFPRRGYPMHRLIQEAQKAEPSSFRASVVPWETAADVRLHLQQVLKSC
IDE cell activ = activators of human insulin-degrading enzyme in cells; P14735; 340,000 compounds, 0.073% hits; HEK cells, FAbeta-B cleavage, fluorescence polarization; 0% vehicle, 100% cell-free pure enzyme wells; activation, % at 5.96 µM; AID 493087;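 active = activation above the mean of all tested compounds plus 3 SD, set per screening campaign, cut at about 17% in these data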
VIM-2 inhibitor = blocks Pseudomonas aeruginosa VIM-2 metallo-beta-lactamase. AID 1527. 290,000 compounds, 0.89% hits. inhibition, % at 5.6 µM. purified VIM-2, nitrocefin hydrolysis, epi-absorbance fluorescence;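 active = inhibition above the mean of all tested compounds plus 3 SD, cutoff set per screening run, cut at about 7.5% in these data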;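 also: red hydrolysis product quenches plate fluorescence so inhibitors raise well fluorescence; 0% = enzyme with DMSO and 100% = DMSO without enzyme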
HCV NS3 hel inh = inhibitors of Hepatitis C virus NS3 helicase; 290,000 compounds, 0.56% hits; inhibition, % at 10.9 µM; NS3 helicase DNA unwinding, Cy5 molecular beacon fluorescence; AID 1800;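 active = inhibition above the mean of all tested compounds plus 3 SD, set per campaign, cut at about 35% in these data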;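 also: 0% = DMSO wells and 100% = thioflavine S control wells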
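Measured by: Cy5 fluorescence, 0 and 60 min reads / Assay system: NS3 helicase fragment of HCV / Control set: low DMSO, high thioflavine S at 110 µM / Times: 1 h reaction at 25 °C, ATP-initiated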
UBC9 SUMO inh = SUMOylation inhibition; P63279; HTRF SUMOylation assay, SAE1/SAE2 + UBC9, in vitro; inhibition, % at 35 µM; 290,000 compounds, 0.36% hits; AID 2006; in the data active = inhibition above about 50%, passing the limit was not always enough; also: strong numbers were not always called active
Target sequence (P63279 whole entry, looked up): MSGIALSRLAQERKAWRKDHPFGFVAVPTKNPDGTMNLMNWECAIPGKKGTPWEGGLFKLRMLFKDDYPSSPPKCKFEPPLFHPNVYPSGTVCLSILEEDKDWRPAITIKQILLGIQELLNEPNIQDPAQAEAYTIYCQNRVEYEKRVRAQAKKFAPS
Starred values were filed as active, the others as inactive; nt = no result given. A portion of the library (hit frequency here may not be typical).

1: O=C(c1ccccc1)C1CCN(C(=O)c2ccco2)CC1
2: CC(C)Oc1ccc(C(=O)OCC(=O)NCCNC(=O)COC(=O)c2ccc(OC(C)C)cc2)cc1
3: CCCc1nnc(NC(=O)c2nc(S(=O)(=O)Cc3cccc(C)c3)ncc2Cl)s1
4: Cc1ccccc1C(=O)c1c[nH]c(C(=O)N=CN(C)C)c1
5: Cc1cc(C)n(CC(C)NC(=O)c2cc(COc3ccc(F)c(F)c3)on2)n1 (stereo not given)
6: CC(C)C(NCc1c(Cl)cccc1Cl)C(=O)O (stereo not given)
7: CO/N=C/C(C#N)=C/c1ccc(OC)cc1
8: O=C(Cn1c(S(=O)(=O)Cc2ccccc2)nc2ccccc21)N1CCCCC1
9: CCCSc1nnc2n(-c3ccccc3OC)c(=O)c3c4c(sc3n12)CCC4
10: CC(C)CNC(=O)C(=O)N/N=C/c1cccs1
Screen / compound no.,1,2,3,4,5,6,7,8,9,10
MEKK3 PB1 HTS,106,104,106,105,97,104,97,98,91,105
pCIP destab,-9,-3,-35,-2,16,-6,3,-11,-2,3
DNA FID counter,-9,-51,-60,-3,-33,3,-2,-7,-7,-4
IMP-1 inhibitor,-0.7,-1.9,-1.0,0.7,-2.6,-0.7,-5.0,-2.8,-0.5,-0.9
PHOSPHO1 block,10,20,30,4,8,13,28,5,-9,14
IDE cell activ,5,-5,5,1,1,5,3,6,-7,3
VIM-2 inhibitor,-0.2,-1.8,-3.3,0.7,-1.4,0.6,-2.6,-4.8,0.0,-2.5
HCV NS3 hel inh,-4,-10,7,0,-11,3,5,1,0,-2
UBC9 SUMO inh,4,-2,nt,-3,6,10,-11,-3,2,12

An excerpt of these results, with two lines to a compound:
Values run as follows: MEKK3 PB1 HTS, pCIP destab, DNA FID counter, IMP-1 inhibitor, PHOSPHO1 block, IDE cell activ, VIM-2 inhibitor, HCV NS3 hel inh, UBC9 SUMO inh
9. CCCSc1nnc2n(-c3ccccc3OC)c(=O)c3c4c(sc3n12)CCC4
  91, -2, -7, -0.5, -9, -7, 0.0, 0, 2
10. CC(C)CNC(=O)C(=O)N/N=C/c1cccs1
  105, 3, -4, -0.9, 14, 3, -2.5, -2, 12

Going on with the list.
11: COc1ccc(C(=O)N2CCOCC2)cc1Br
12: CCN(CC)S(=O)(=O)c1ccc2c(c1)c(=O)c(C(=O)NCCN(C)CCc1ccccc1)cn2C
13: Fc1ccc(CN2CCC(Cc3ccccc3)CC2)cc1F
14: CCN(CC)CCNC(=O)c1cc2c(-c3cccc(OC)c3)nn(C)c2s1
15: C[C@H](C(=O)CC(=O)OC(C)(C)C)[C@H](O)c1ccc(C(F)(F)F)cc1
16: CCOC(=O)C1=C(C)N(C)C(C)=C(C(=O)OCC)C1c1ccccn1
17: COc1ccccc1C(=O)Nc1nnc(S(=O)(=O)N2CCN(c3ccc(F)cc3)CC2)s1
18: CCn1c(Cc2c(C)[nH]c3ccccc23)nnc1SCC(=O)NCc1ccccc1
19: CC1CN(S(=O)(=O)c2ccc(C(=O)Nc3nnc(-c4ccccn4)o3)cc2)CC(C)O1 (stereo not given)
20: O=C(NC1CCCC1)C1CCN(C(=O)c2ccccc2Cl)CC1
Screen / compound no.,11,12,13,14,15,16,17,18,19,20
MEKK3 PB1 HTS,125*,101,103,102,101,114,103,105,103,100
pCIP destab,-1,-12,3,11,-6,-22,8,-9,12,-3
DNA FID counter,-2,14,9,26,-35,-13,-30,-30,-22,-6
IMP-1 inhibitor,-2.9,-3.2,-1.8,-1.9,-0.6,-1.2,-4.0,-2.0,-4.0,-2.0
PHOSPHO1 block,-57,7,19,14,4,-3,28,39,2,10
IDE cell activ,7,0,5,-3,1,5,2,1,5,4
VIM-2 inhibitor,-4.5,-3.4,-2.6,14*,1.6,-2.3,-2.4,-3.8,-1.4,0.8
HCV NS3 hel inh,-6,-16,0,-67,17,-8,-4,6,2,-6
UBC9 SUMO inh,25,6,0,18,-6,-5,5,9,-3,-6

21: CC1CC(C)CN(S(=O)(=O)c2cc3c(cc2Cl)NC(=O)CO3)C1 (stereo not given)
22: O=C(CCCCCn1c(=S)[nH]c2cc3c(cc2c1=O)OCO3)N1CCN(C(=O)c2ccco2)CC1
23: CN(Cc1ccccc1F)C(=O)c1ccc(Oc2ccccc2)cc1
24: O=c1[nH]ncn1-c1cccc(C(F)(F)F)c1
25: O=C(Nc1ccc(Cc2ccncc2)cc1)c1ccc(N2CCOCC2)c([N+](=O)[O-])c1
26: COc1cc(/C=N/Nc2cc(C)nc(NS(=O)(=O)c3ccccc3)n2)ccc1O
27: COC(=O)CSc1nsc(SCC(=O)OC)c1C#N
28: COc1cc([N+](=O)[O-])ccc1NC(=O)CCCOc1cccc(C)c1C
29: COC(=O)Cc1c(C)c2ccc(OCC(=O)N(C)C3CCS(=O)(=O)C3)cc2oc1=O (stereo not given)
30: Cc1c(C(=O)Nc2cccc3cccnc23)oc2ccccc12
Screen / compound no.,21,22,23,24,25,26,27,28,29,30
MEKK3 PB1 HTS,98,100,109,103,103,121,72,91,94,97
pCIP destab,-4,-4,-2,-2,-9,-6,-2,-14,10,-1
DNA FID counter,-14,-13,-30,-8,-10,-28,0,4,-19,2
IMP-1 inhibitor,0.3,0.8,-3.8,-1.8,-2.3,-2.5,-3.6,-0.4,1.0,-2.5
PHOSPHO1 block,39,-56,33,24,-26,51,7,33,27,23
IDE cell activ,4,-3,2,2,4,-1,2,9,4,-1
VIM-2 inhibitor,2.4,2.2,-1.7,-2.0,-2.7,-1.1,-2.3,0.6,0.5,-1.5
HCV NS3 hel inh,4,-1,-9,-2,0,26,2,-12,1,4
UBC9 SUMO inh,-6,-177,4,-5,4,4,4,-8,11,19

31: CCc1cc2c(=O)n(CC)c(SC(C)C(=O)Nc3c(C)n(C)n(-c4ccccc4)c3=O)nc2s1 (stereo not given)
32: Cc1c(CCC(=O)O)c(=O)oc2cc3oc4c(c3cc12)CCCC4
33: Cc1cc(OCCCC(=O)NC2=NCCS2)ccc1Cl
34: O=C(O)c1cc(-c2ccc3c(c2)OCO3)nc2ccccc12
35: Cc1c(NC(=O)COC(=O)C2(c3ccc(F)cc3)CCCC2)c(=O)n(-c2ccccc2)n1C
36: COc1cccc2c(=O)n(CC(=O)Nc3ccccc3)ccc12
37: CCCN1C(=O)c2ccc(C(=O)Nc3cc(C)ccc3O)cc2C1=O
38: CC(C)/C(=N\NC(=O)Nc1ccccc1)c1ccccc1
39: CCOc1cc(C(=S)N2CCOCC2)cc(Br)c1OS(=O)(=O)c1ccccc1
40: Nn1c(SCC(=O)NCc2ccccc2)nnc1C1CC1
Screen / compound no.,31,32,33,34,35,36,37,38,39,40
MEKK3 PB1 HTS,102,99,103,90,105,93,105,102,101,100
pCIP destab,-2,4,6,-17,4,-1,-7,-7,-14,-5
DNA FID counter,-36,-25,-3,2,-4,-1,-5,-4,-19,4
IMP-1 inhibitor,-0.2,-3.2,-3.3,-1.9,-3.2,-4.2,-3.7,-2.5,-0.9,-1.6
PHOSPHO1 block,21,27,5,-11,-31,-6,3,52,nt,20
IDE cell activ,6,0,2,1,2,6,8,-6,1,3
VIM-2 inhibitor,-1.1,-1.2,-2.6,0.2,-4.1,-4.0,-1.4,-5.2,-2.9,-2.0
HCV NS3 hel inh,-1,-2,-3,8,2,3,9,-3,6,4
UBC9 SUMO inh,19,22,7,36,-9,2,14,-5,-5,17

Some of these compounds in order of their number in MEKK3 PB1 HTS, largest number first:
cpd | structure | MEKK3 PB1 HTS
35 | Cc1c(NC(=O)COC(=O)C2(c3ccc(F)cc3)CCCC2)c(=O)n(-c2ccccc2)n1C | 105
39 | CCOc1cc(C(=S)N2CCOCC2)cc(Br)c1OS(=O)(=O)c1ccccc1 | 101
34 | O=C(O)c1cc(-c2ccc3c(c2)OCO3)nc2ccccc12 | 90

Later entries:
41: Cc1cc(C)n(-c2cc(N3CCN(S(=O)(=O)c4ccc5ccccc5c4)CC3)ccc2[N+](=O)[O-])n1
42: CCCCNC(=O)CN(c1ccc(Cl)c(Cl)c1)S(C)(=O)=O
43: Cc1nn2c(NCC(C)C)c3c(nc2c1-c1ccccc1)CCC3
44: CS(=O)(=O)Nc1ccccc1C(=O)c1ccccc1
45: OC(c1cc(C(F)(F)F)nc2c(Cl)cc(Cl)cc12)C1CCCCN1 (stereo not given)
46: Cc1c(NC(=O)CSc2nnc(-c3ccncc3)o2)c(=O)n(-c2ccccc2)n1C
47: O=C(N/N=C/c1ccc(O)cc1O)c1ccncc1
48: CC(=O)N1CCN(CC(=O)Nc2ccc(C)c(F)c2)CC1
49: C=CCN1C(C(=O)c2ccccc2)=C(OC(=O)COc2ccccc2)c2ccccc2S1(=O)=O
50: O=C(O)CS(=O)(=O)CC(=O)NCc1cccc(C(F)(F)F)c1
Screen / compound no.,41,42,43,44,45,46,47,48,49,50
MEKK3 PB1 HTS,100,112,84,105,107,86,103,101,96,94
pCIP destab,-12,0,-1,2,5,-5,-4,-11,5,0
DNA FID counter,-21,-9,-6,0,17,-7,-2,2,-1,-3
IMP-1 inhibitor,-1.9,-0.8,-0.9,-5.4,-1.0,-1.8,-3.6,0.5,-1.4,-2.2
PHOSPHO1 block,0,4,4,19,24,36,30,2,-2,12
IDE cell activ,2,1,10,5,2,2,2,0,-1,-1
VIM-2 inhibitor,0.4,-2.7,-2.3,-4.2,-2.8,-0.7,-1.7,3.1,-1.5,-2.2
HCV NS3 hel inh,-9,6,4,-1,-27,-5,12,1,13,15
UBC9 SUMO inh,12,4,12,8,3,5,18,6,-18,0

51: COc1ccc(CNC(=O)C(c2cccs2)N(C(=O)c2csnn2)C2CC2)cc1 (stereo not given)
52: N/C(=N\OC(=O)c1ccc(Cl)cc1Cl)c1ccc(Cl)cc1
53: O=C(C1CC(=O)N(c2ccc(F)cc2)C1)N1CCN(c2ccc(F)cc2)CC1 (stereo not given)
54: Cc1ccc(CN(Cc2ccc(C)o2)C(=S)NCC(=O)O)cc1
55: COC(=O)c1c(N)sc(Cc2ccccc2)c1C
56: COc1ccccc1N1CCN(C(=O)c2ccc3nc(-c4ccco4)c(-c4ccco4)nc3c2)CC1
57: O=c1/c(=C/c2ccc(O)cc2)sc2n1CCCN=2
58: COc1cc(S(=O)(=O)NC2CCCC2)c(OC)cc1Cl
59: CCOc1cc(C(=O)NC(CC(=O)O)c2ccc(OC3CCCC3)cc2)cc(OCC)c1OCC (stereo not given)
Screen / compound no.,51,52,53,54,55,56,57,58,59
MEKK3 PB1 HTS,103,100,101,106,98,90,102,94,103
pCIP destab,-9,14,0,1,-7,-10,-5,0,-4
DNA FID counter,-11,5,-37,-26,7,-28,1,-9,-34
IMP-1 inhibitor,-1.8,-3.2,-1.1,-3.7,-0.3,-1.8,-1.2,-2.7,-1.9
PHOSPHO1 block,17,2,47,-11,32,-21,28,-3,47
IDE cell activ,5,2,-2,5,-1,5,12,4,0
VIM-2 inhibitor,-1.3,0.8,0.2,-3.0,-2.7,0.3,0.6,-1.9,-2.7
HCV NS3 hel inh,5,12,14,2,-6,29,-7,1,18
UBC9 SUMO inh,1,-19,3,-2,4,72*,19,-9,14
